Kir21 block – inhibitors of mouse Kir2.1 inward-rectifier potassium channel. Inward rectifier potassium channel 2 (Mus musculus), P35561. HEK293-Kir2.1, FluxOR thallium flux fluorescence; active compounds read low. B-score at 10 µM. hit rate 0.85% among 310,000. AID 1672, 2009;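 active means fluorescence ratio B-score at or below minus 3 SD of library scores, with starting-brightness B-score within 2 SD, cut at about -4.2 in these data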;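 further: channel flux triggered by added potassium and thallium sulfate stimulus; B-score of peak minus minimum fluorescence over baseline after thallium stimulus; more negative B-score means stronger Kir2.1 block with less thallium influx; some compounds called inactive have numbers as strong as hits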
Target sequence (P35561 whole entry, looked up): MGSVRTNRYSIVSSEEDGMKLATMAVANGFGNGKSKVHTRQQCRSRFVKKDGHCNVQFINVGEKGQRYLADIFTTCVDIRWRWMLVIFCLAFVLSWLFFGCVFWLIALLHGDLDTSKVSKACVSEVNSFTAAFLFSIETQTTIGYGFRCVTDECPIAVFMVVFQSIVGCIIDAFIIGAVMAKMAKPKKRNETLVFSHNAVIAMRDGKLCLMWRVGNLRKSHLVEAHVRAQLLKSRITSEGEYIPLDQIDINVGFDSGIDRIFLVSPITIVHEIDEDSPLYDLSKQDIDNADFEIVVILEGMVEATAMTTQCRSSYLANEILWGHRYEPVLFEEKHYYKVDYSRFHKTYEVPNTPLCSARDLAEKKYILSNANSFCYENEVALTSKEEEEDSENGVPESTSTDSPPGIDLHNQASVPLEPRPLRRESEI
KCNQ2 block – KCNQ2 potassium channel inhibitors, primary screen, cell-based, CHO-K1, FluxOR thallium flux, B-score (AID 2156); Potassium voltage-gated channel subfamily KQT member 2 (Rattus norvegicus), O88943; 20 min; active compounds read low; B-score at 10 µM; hit rate 1.1% among 310,000;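 active means fluorescence ratio B-score at most minus 3 library SDs, with starting brightness B-score within 2 library SDs, cut at about -5.5 in these data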
STK33 inh – inhibitors of purified STK33 kinase, primary screen, biochemical, ADP-Glo luminescence, homogeneous, cell-free; Serine/threonine-protein kinase 33 (Homo sapiens), Q9BYT3; MBP phosphorylation; inhibition, % at 10 µM; hit rate 0.073% among 320,000; AID 2661, 2010;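 active means inhibition at or above 25%, using the most active replicate where run in duplicate; inactive means inhibition below 25%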
Target sequence (Q9BYT3 whole entry, looked up): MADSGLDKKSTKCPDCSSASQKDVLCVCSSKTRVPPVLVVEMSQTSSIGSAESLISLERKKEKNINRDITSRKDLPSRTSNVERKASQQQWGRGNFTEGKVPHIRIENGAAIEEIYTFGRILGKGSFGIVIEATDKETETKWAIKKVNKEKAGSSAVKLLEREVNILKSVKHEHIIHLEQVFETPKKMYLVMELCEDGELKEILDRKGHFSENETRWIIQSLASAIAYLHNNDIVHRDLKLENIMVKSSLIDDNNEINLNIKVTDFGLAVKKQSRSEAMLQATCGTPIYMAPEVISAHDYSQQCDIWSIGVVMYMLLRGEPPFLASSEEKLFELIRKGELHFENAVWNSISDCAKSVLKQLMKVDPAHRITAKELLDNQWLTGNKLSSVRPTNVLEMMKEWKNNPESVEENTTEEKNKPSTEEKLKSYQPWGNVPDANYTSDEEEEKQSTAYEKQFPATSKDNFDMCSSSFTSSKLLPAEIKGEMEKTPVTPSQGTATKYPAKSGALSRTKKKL
An asterisk follows results filed as active; i = inactive; . = no result given.

cpd	Kir21 block	KCNQ2 block	STK33 inh	structure
1	-0.82	i	-1.6	COc1ccc2c(CC(=O)Nc3ccc(OC)c(NS(=O)(=O)c4ccc(F)cc4)c3)coc2c1
2	-0.42	i	-0.7	CCc1nnc(NC(=O)CSc2nnc(-c3c[nH]c4ccccc34)n2CCOC)s1
3	-0.45	i	0.5	CC(C)(CO)NCC#Cc1ccccc1
4	-0.07	i	0.7	O=C(CCCN1C(=O)/C(=C/c2ccco2)SC1=S)Nc1ccccc1C(=O)O
5	0.07	i	-1.4	Cc1ccc(C(=O)NC(C)c2nc3ccccc3n2CC(=O)Nc2c(C)cc(C)cc2C)cc1 (configuration not stated)
6	-1.14	i	0.2	Cc1nc(C(F)(F)F)ccc1C(=O)Nc1ccccc1N1CCOCC1
7	1.28	i	-1.6	CCOC(=O)C1CCN(CCC(=O)Nc2ccc(C)c(C)c2)CC1
8	-0.21	i	-1.0	COCCn1c(=O)c2c(nc3n2CCCN3CCc2ccc(OC)c(OC)c2)n(C)c1=O
9	0.8	i	-1.3	CCCCNC(=O)CCc1nc2cccnc2n1Cc1ccccc1
10	-0.02	i	-0.2	Cc1cc(Nc2ccc3c(c2)OCCO3)n2nc(C)nc2n1
11	-0.04	i	-1.4	O=C(Nc1ccccc1N1CCOCC1)C1CCN(S(=O)(=O)c2ccc(F)cc2)CC1
12	-0.25	i	0.4	CC(C)c1ccc(-c2cc(C(=O)NN3CCN(C)CC3)c3ccccc3n2)cc1
13	0.82	i	-0.6	CCc1nnc(NC(=O)Cn2ccc(C(F)(F)F)n2)s1
14	0	i	-0.9	CC(C)C(C(=O)Nc1ncn[nH]1)N1C(=O)c2ccccc2C1=O (configuration not stated)
15	1.88	i	0.5	NS(=O)(=O)c1ccc(NC(=O)/C=C/c2ccco2)cc1

Whole records, quoted from the list. Order of values: Kir21 block, KCNQ2 block, STK33 inh
`CCOC(=O)C1CCN(CCC(=O)Nc2ccc(C)c(C)c2)CC1` across the screens: 1.28, i, -1.6
`CC(C)c1ccc(-c2cc(C(=O)NN3CCN(C)CC3)c3ccccc3n2)cc1` across the screens: -0.25, i, 0.4

(further entries)
cpd	Kir21 block	KCNQ2 block	STK33 inh	structure
16	0.43	i	0.3	Cc1ccc(S(=O)(=O)N(Cc2cccnc2)Cc2cc3ccccc3[nH]c2=O)cc1
17	-1.48	i	-1.4	CC(C)CC(=O)NC(=S)Nc1cc(C(=O)O)ccc1Cl
18	-0.33	i	-1.7	Cc1ccc(N(CC(O)CN2C(=O)NC(C)(C)C2=O)S(=O)(=O)c2ccc([N+](=O)[O-])cc2)cc1 (configuration not stated)
19	0.13	i	1.1	O=C(/C=C/c1ccc([N+](=O)[O-])cc1)Nc1cccnc1
20	0.03	i	-1.5	O=S(=O)(c1ccccc1)N1CCC(O)(CSc2ccc(F)cc2)CC1
21	-1.28	i	-0.6	CN1CCN(C(=O)c2ccc(CNS(=O)(=O)c3cccc(Cl)c3)cc2)CC1
22	0.02	i	0.3	CC1CCN(CCC(=O)Nc2ccccc2)CC1
23	-0.09	i	0.8	Cc1ccc(C)c(N2CCN(S(=O)(=O)c3ccc(-c4ccc(=O)[nH]n4)o3)CC2)c1
24	1.23	i	1.1	O=C1NC(=O)/C(=C\c2ccsc2)N1
25	-0.09	i	1.0	Cc1cnc(NC(=O)NCC2CCCC(CNC(=O)Nc3ncc(C)s3)C2)s1 (configuration not stated)
26	0.08	i	-0.2	CC(C)c1ccc(C2NC(=O)c3ccccc3O2)cc1 (configuration not stated)
27	0.53	i	-4.9	CCCc1nc2c(sc3nc4c(cc32)COC(C)(C)C4)c(=O)n1Cc1ccco1
28	-0.19	i	-0.1	COc1cc(NC(=S)NC(=O)CCc2ccccc2)cc(OC)c1
29	-1.48	i	6.5	CN1C(=O)Cc2cc(S(=O)(=O)N3CCOCC3)ccc21
30	0.89	i	0.9	Cc1cc(C(=O)N2CCCC(Nc3ccc(F)cc3)C2)n(C)n1 (configuration not stated)

The list goes on; the last 3 above are carried over.
cpd	Kir21 block	KCNQ2 block	STK33 inh	structure
28	-0.19	i	-0.1	COc1cc(NC(=S)NC(=O)CCc2ccccc2)cc(OC)c1
29	-1.48	i	6.5	CN1C(=O)Cc2cc(S(=O)(=O)N3CCOCC3)ccc21
30	0.89	i	0.9	Cc1cc(C(=O)N2CCCC(Nc3ccc(F)cc3)C2)n(C)n1 (configuration not stated)
31	0.3	i	-0.3	CCC1CSC(Nc2ccc(C(=O)/C=C/c3ccc(Oc4ccccc4)cc3)cc2)=N1 (configuration not stated)
32	2.61	i	-0.2	O=c1nc(-c2ccccc2)n(-c2ccccc2)c2ncccc12
33	-0.41	i	1.1	CCCCN(CC)CCNC(=O)c1cc2c(-c3ccccc3F)nn(C)c2s1
34	-0.85	i	0.8	CCCCCc1ccc(-c2cn(Cc3cccc(OC)c3)nn2)cc1
35	-0.06	i	-1.4	O=[N+]([O-])c1ccc(O)c(Nc2ncnc3ccc(Br)cc23)c1
36	-1	i	-0.6	Cc1ccc2c(CN3CCN(C(=O)c4ccco4)CC3)cc(=O)oc2c1C
37	0.44	i	-0.3	CC1=Nc2ccccc2/C1=C/c1c(N)n2c(S(=O)(=O)C(C)C)nsc2nc1=O
38	2.35	i	.	Nc1cccc(-n2nncc2-c2ccc(Cl)cc2)c1
39	-0.17	i	-0.3	Cc1ccccc1S(=O)(=O)Cc1ccc(C(=O)NCCN2CCCCC2C)o1 (configuration not stated)
40	1.55	i	-1.2	O=C(CCc1nc2ccccc2s1)NCc1ccccc1F
41	0.88	i	-1.8	O=C(c1cnn2c(C(F)(F)F)cc(-c3cccs3)nc12)N1CCN(C(c2ccccc2)c2ccccc2)CC1
42	0.16	i	-2.7	COc1ccc(OCCCN2CCc3ccccc3C2)cc1
43	-1.62	i	-0.4	CCOc1ccc(N(CC(=O)Nc2cccc(Br)c2)S(C)(=O)=O)cc1
44	0.48	i	1.5	COc1ccc(-n2c(C)cc(/C=C/c3nc(O)c([N+](=O)[O-])c(=O)[nH]3)c2C)cc1
45	-0.44	i	-0.2	CN(C)/C=C1\N=C(c2ccccc2)OC1=O
46	-0.74	i	0.0	CC(=O)N(c1c(C)n(C)n(-c2ccccc2)c1=O)C1(C(=O)NC2CCCC2)CCCCC1
47	-0.24	i	-1.2	COCCc1nc2ccc(C(=O)N3CCCC(CCCO)C3)cc2o1 (configuration not stated)
48	2.03	i	0.0	Cc1sc(-c2cccnc2)nc1OC(=O)C1CC1
49	0.05	i	-1.5	CCc1cc2ccc(C)cc2nc1SCC(=O)Nc1cc(C)on1
50	1.36	i	3.8	O=C(Nc1cccc(C(F)(F)F)c1)c1csc(-c2ccncc2)n1
51	0.08	i	-1.7	COCCn1c(N)c(Sc2ccc(Cl)cc2)c(=O)[nH]c1=O
52	-0.37	i	1.2	CCN(CC)c1nc(-c2ccc(C(=O)NN)cc2)nc(-c2ccc(C(=O)NN)cc2)n1
53	-0.71	i	-1.9	O=c1oc(-c2ccccc2F)nc2scc(-c3ccccc3)c12
54	-0.68	i	-0.5	NC(=O)c1nsc(C(=O)N(CC(=O)NC2CCCCC2)Cc2ccc(F)cc2)c1N
55	-2.02	i	-0.7	CCOC(=O)SC1=N/C(=C\c2ccc(N(C)C)cc2)C(=O)S1
56	-0.71	i	-2.2	COc1ccc2[nH]c(=O)c(CNc3ccccc3OC)cc2c1
57	-1.17	i	0.7	FC(F)(F)c1cc(-c2ccccc2)nc(-n2cc(Cl)cn2)n1
58	0.49	i	0.3	O=C(NCc1ccccc1Cl)C1CCN(S(=O)(=O)N2CCC3(CC2)OCCO3)CC1
59	-0.34	i	0.4	CCCCC1=CC2=C(c3ccco3)C(=O)C(C)(OC(=O)c3ccc(OC)cc3)C(=O)C2=CN1CCc1ccccn1 (configuration not stated)
60	0.9	i	-1.2	COc1ccc(OC)c(N(CC(=O)Nc2ccccc2)S(C)(=O)=O)c1
61	0.05	i	0.2	COc1cccc(CN2CC(C(=O)N3CCCCCCC3)CCC2=O)c1 (configuration not stated)
62	1.23	i	-1.1	CCCCNc1nc2ccccc2nc1NS(=O)(=O)c1ccc(F)cc1
63	0.63	i	0.2	CCOc1ccc(CNC(=O)C(=O)c2cn(CC(=O)N3CCOCC3)c3ccccc23)cc1OC
64	-3.85	i	0.0	COc1ccc(CNc2nc3ccccc3n2Cc2ccc(Cl)cc2)cc1OC
65	-0.01	i	0.1	O=C(CO/N=C/c1cccc([N+](=O)[O-])c1)NC1CCCCCC1
66	0.06	i	-0.3	CC(=O)NS(=O)(=O)c1ccc(NC(=O)CSc2ccccc2)cc1
67	-0.53	i	-0.4	CCS(=O)(=O)n1nc(-c2ccco2)nc1N
68	-1.33	i	2.5	CC(Oc1ccc(Cl)cc1)/C(N)=N/O (configuration not stated)
69	-0.23	i	-1.4	CC(=O)N(CCc1ccccc1C)Cc1cc2cc3c(cc2[nH]c1=O)OCO3
70	2.13	i	0.1	Cc1cc(C)cc(N2C(=O)CN(Cc3ccccc3)C2=S)c1
71	-0.85	i	-0.3	COC(=O)c1cccc(OCC(O)Cn2cnc3cc(C)c(C)cc32)c1 (configuration not stated)
72	-0.45	i	0.0	COc1ccc(CC(=O)NC(C)c2nnc(SCC(=O)Nc3ccccc3F)n2C)cc1 (configuration not stated)
73	-0.22	i	1.3	CC1CN(C(=O)N2c3ccccc3Sc3ccccc32)C(C)CC1=O (configuration not stated)
74	0.72	i	0.0	O=C(CN1CCOCC1)Nc1cccc(Cl)c1Cl
75	-0.01	i	0.4	COc1nccnc1NS(=O)(=O)c1ccc(NC(=S)NC(=O)/C=C/c2ccc(F)cc2)cc1

Looked up one by one from above, 5 records:
cpd	Kir21 block	KCNQ2 block	STK33 inh	structure
63	0.63	i	0.2	CCOc1ccc(CNC(=O)C(=O)c2cn(CC(=O)N3CCOCC3)c3ccccc23)cc1OC
62	1.23	i	-1.1	CCCCNc1nc2ccccc2nc1NS(=O)(=O)c1ccc(F)cc1
75	-0.01	i	0.4	COc1nccnc1NS(=O)(=O)c1ccc(NC(=S)NC(=O)/C=C/c2ccc(F)cc2)cc1
67	-0.53	i	-0.4	CCS(=O)(=O)n1nc(-c2ccco2)nc1N
64	-3.85	i	0.0	COc1ccc(CNc2nc3ccccc3n2Cc2ccc(Cl)cc2)cc1OC

The listing continues.
cpd	Kir21 block	KCNQ2 block	STK33 inh	structure
76	1.01	i	-0.9	CCOCCCn1c(=S)[nH]c2cc(C(=O)NC3CCCCC3C)ccc2c1=O (configuration not stated)
77	-2.78	i	-0.6	CCOC(=O)C1(Cc2cccc(Cl)c2)CCCN(C(=O)c2ccc(COC)s2)C1 (configuration not stated)
78	1.05	i	-1.3	CC(=O)Nc1ccc(OCCC[n+]2ccccc2)cc1
79	0.61	i	-2.7	CCN1CCCC1CNC(=O)c1csc2c1CCCC2 (configuration not stated)
80	-0.07	i	0.2	CNC(=O)/C(C#N)=C/c1ccc(-c2nc3ccccc3s2)o1
81	0.97	i	-0.1	COc1ccc(N(CC(=O)NCC2CCCO2)S(=O)(=O)c2ccc(C)cc2)cc1OC (configuration not stated)
82	-1.14	i	-1.1	c1ccc(-n2c(-c3ccco3)nnc2N2CCOCC2)cc1
83	0.38	i	0.3	CC(=O)c1c(-c2ccc(C)cc2)nc2c3ccccc3ccn12
84	0.39	i	-6.9	CC(=O)N1c2ccccc2-c2nc3ccccc3n2C1C (configuration not stated)
85	-0.53	i	0.1	CC(C)=CC(=O)N1CCC(N2CCC(C(=O)N3CCOCC3)CC2)CC1
86	-0.24	i	0.5	Fc1ccc(/C=N/Nc2nn[nH]n2)cc1
87	-1.76	i	-0.9	O=C(N/N=C/c1cn(-c2ccccc2)nc1-c1cccnc1)c1ccc(F)cc1
88	-0.09	i	-2.0	CC(NC(=O)Cc1ccc(NC2=NC3CS(=O)(=O)CC3S2)cc1)c1ccccc1 (configuration not stated)
89	0.31	i	-1.5	COc1ccc(CN(CC(=O)NC2CCCC2)C(=O)CCC(=O)Nc2nccs2)cc1
90	-0.13	i	-1.4	CC(C1CC2CCC1C2)n1c(COc2ccccc2F)nnc1SCC(N)=O (configuration not stated)
91	0.09	i	1.0	CCC(C(=O)NCc1ccc(OC)cc1)n1nc(C)n2c(cc3occc32)c1=O (configuration not stated)
92	-0.01	i	-2.4	Cn1cnc2c(N3CCCCC3)nccc21
93	-1.81	i	-0.7	COC(=O)c1cc(S(=O)(=O)N2CCCC2=O)c(Cl)cc1Cl
94	-0.38	i	-0.7	Cc1nn(CC(=O)NCCCN2CC(C)CC(C)C2)c(=O)c2cccn12 (configuration not stated)
95	0.11	i	2.7	CCOC(=O)c1c(N)sc(C(=O)Nc2ccc3c(c2)OCO3)c1C
96	-0.12	i	0.4	CC1Cc2ccccc2N1C(=O)CO/N=C/c1ccccc1OC(F)F (configuration not stated)
97	2.42	i	2.0	C=C/C(C)=C/CC1C(=C)CCC2C(C)(C(=O)O)CCCC12C (configuration not stated)
98	-0.35	i	0.0	CC(=O)NC(c1ccc([N+](=O)[O-])cc1)c1c(O)ccc2ccccc12 (configuration not stated)
99	1.05	i	-2.0	C/C(NC(=O)c1cccc(F)c1)=C1/C(=O)C[C@@H]2[C@H]1C2(C)C
100	-0.62	i	-0.5	CSc1ncc(C(=O)Nc2cccc(S(N)(=O)=O)c2)n1-c1ccccc1

Values in list order from above:
Kir21 block, compounds 91–100 → 0.09, -0.01, -1.81, -0.38, 0.11, -0.12, 2.42, -0.35, 1.05, -0.62

Screening data from PubChem BioAssay.
